RGS4 block: inhibitors of human RGS4; hit rate 0.45% among 310,000; HEK293 M3R/RGS4 inducible, Fluo-4 calcium flux; stronger effect = higher value; triggered by carbachol at its EC20; B-score at 10 µM; AID 463165;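 active = B-score, a plate-corrected calcium signal, over three deviations above library mean, with baseline fluorescence within five deviations of library mean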;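 note: RGS4 expression induced by doxycycline in cells with stable M3 receptor; B-score is computed from the integrated fluorescence ratio over baseline after carbachol; higher B-score means a larger calcium signal and so more RGS4 inhibition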
Target sequence (P49798 whole entry, looked up): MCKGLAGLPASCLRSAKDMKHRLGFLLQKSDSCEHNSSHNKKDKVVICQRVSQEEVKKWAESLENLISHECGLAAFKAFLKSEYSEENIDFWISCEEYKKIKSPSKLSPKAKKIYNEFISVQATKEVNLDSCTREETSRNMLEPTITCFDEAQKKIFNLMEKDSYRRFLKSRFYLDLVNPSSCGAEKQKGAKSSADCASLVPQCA
MrgX1 PAM: human MrgX1 positive allosteric modulation, primary screen; hit rate 0.63% among 310,000; AID 588675; Q96LB2; MrgX1-HEK293, Fluo-4 calcium flux, FDSS; stronger effect = higher value; B-score at 10 µM;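 active = plate-corrected calcium response at least 3 library SD above typical, normal starting fluorescence, not activating the receptor alone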;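 note: compound read alongside a low EC10 to EC30 dose of BAM8-22 agonist; peak minus trough fluorescence over baseline measured at the second addition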
ANO1 activ: mouse TMEM16A channel activation, primary screen; Q8BHY3; HEK293 TMEM16A/YFP-H148Q/I152L, iodide quench fluorescence; stronger effect = lower value; B-score at 10 µM; hit rate 0.3% among 340,000; AID 623877;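 active = fluorescence-ratio B-score plate-corrected deviation score at least 3 library SD below zero, with starting fluorescence score within 5 deviations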;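 note: channel opened by trigger with iodide after compound preincubation; score built on the fluorescence ratio of max minus min over baseline; more negative score means more quench and so TMEM16A activation or potentiation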
RGS4 act: potentiators or activators of RGS4; hit rate 0.92% among 310,000; HEK293 M3R/inducible RGS4, carbachol calcium flux Fluo4; stronger effect = lower value; AID 463111; B-score at 10 µM;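 active = B-score of the integrated calcium signal more than 4 SD below the library mean, with starting fluorescence not abnormally high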;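 note: negative B-score means reduced calcium response which marks RGS4 activation or potentiation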
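Detection: kinetic calcium fluorescence imaging with Fluo4-AM dye, 2 µM / Material: HEK293 cells with stable M3R and inducible RGS4 / Schedule: recording 10 s baseline at 1 Hz, 100 s post-agonist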
hERG rescue: hERG (human) protection from proarrhythmic block; CHO-hERG, FluxOR thallium flux, dofetilide IC70 present; activation (rescue from dofetilide block), less the hit threshold, % at 10 µM; hit rate 0.51% among 310,000; AID 1511;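 active = activation above the mean of controls blocked by dofetilide plus 5 SD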;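 note: thallium influx through hERG after potassium depolarization seen as dye fluorescence rise; in these data hits start at about 4.7%; inactives centre near -7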
MrgX1 ag: agonists of human MrgX1 receptor | Q96LB2 | MrgX1-HEK293 cells, Fluo-4 calcium fluorescence, agonist mode; stronger effect = higher value | B-score at 10 µM | hit rate 0.44% among 310,000;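 active = calcium response B-score plate-corrected fluorescence ratio at least 3 library SD, with starting fluorescence B-score inside 5 SD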
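Test system: HEK293 cells stably expressing human MrgX1 receptor; Input: fifteen thousand cells per well; Dosing: compound delivered in addition one of three; Schedule: overnight seeding, then 1 h dark dye loading; Technique: Fluo-4 NW calcium fluorescence; Measure: B-scored fluorescence response ratio; Controls: positive and negative controls per plate.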
KCNK9 block: blocks the human KCNK9 two-pore domain potassium channel. HEK293 KCNK9, FluxOR thallium flux fluorescence; stronger effect = lower value. hit rate 1.2% among 310,000. B-score at 10 µM. Q9NPC2;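 active = ratio B-score over 3 SD below the library mean, with starting fluorescence within 5 SD of its mean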;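 note: negative B-score means less thallium flux so channel inhibition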
KCNQ1 pot: potentiates or activates the human KCNQ1 potassium channel; CHO-K1 KCNQ1, thallium flux FluxOR fluorescence; stronger effect = higher value; B-score at 10 µM; hit rate 0.35% among 310,000;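 active = fluorescence ratio B-score, a plate-corrected score, at least three library SD, with initial intensity B-score within 5 SD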
Target sequence (P51787 whole entry, looked up): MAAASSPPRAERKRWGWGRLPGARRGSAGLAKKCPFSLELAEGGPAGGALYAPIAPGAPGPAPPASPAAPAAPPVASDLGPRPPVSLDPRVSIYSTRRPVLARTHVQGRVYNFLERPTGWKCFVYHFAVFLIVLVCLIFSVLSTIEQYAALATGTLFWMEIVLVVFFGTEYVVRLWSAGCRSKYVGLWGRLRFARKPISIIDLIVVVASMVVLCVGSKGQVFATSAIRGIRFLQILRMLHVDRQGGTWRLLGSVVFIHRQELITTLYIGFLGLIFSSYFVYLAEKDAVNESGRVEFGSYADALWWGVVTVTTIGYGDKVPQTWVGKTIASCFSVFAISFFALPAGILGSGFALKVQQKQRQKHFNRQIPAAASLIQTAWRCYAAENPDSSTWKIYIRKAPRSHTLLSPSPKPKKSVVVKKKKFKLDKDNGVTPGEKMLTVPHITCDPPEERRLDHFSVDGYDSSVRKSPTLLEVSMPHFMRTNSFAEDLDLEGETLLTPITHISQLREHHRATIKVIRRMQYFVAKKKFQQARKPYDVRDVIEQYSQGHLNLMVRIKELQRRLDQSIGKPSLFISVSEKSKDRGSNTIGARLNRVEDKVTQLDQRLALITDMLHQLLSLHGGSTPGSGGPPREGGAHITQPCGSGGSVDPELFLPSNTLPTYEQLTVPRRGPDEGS
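Schedule – 37 °C overnight plating, 90-min dark dye load, 20-min compound pretreatment · System – stable KCNQ1 CHO-K1 line · Probe or stimulus – thallium- and potassium-containing depolarizing buffer · Measured by – kinetic FluxOR fluorescence, 10 s baseline plus 110 s post-stimulus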
KCNQ1 inh: inhibitors of human KCNQ1 potassium channel. CHO-K1 KCNQ1, FluxOR thallium flux fluorescence; stronger effect = higher value. B-score at 10 µM. hit rate 1.3% among 310,000;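 active = compounds whose thallium flux B-score, printed positive for inhibition, exceeds three library SD while starting fluorescence stays within three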;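 note: channel opened by potassium depolarization with thallium stimulus after 20 min compound exposure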
ANO1 block: mouse TMEM16A channel inhibition, primary screen | Q8BHY3 | AID 588511 | HEK293 TMEM16A/YFP iodide influx fluorescence, ionomycin | normalized B-score (activity score, 25-100; higher = stronger inhibition) at 10 µM | hit rate 1.2% among 310,000;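 active = ratio plate-corrected score three or more library SD toward inhibition, starting fluorescence score within five deviations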;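 note: score derived from kinetic fluorescence span divided by baseline fluorescence per well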
KCNK3 inh: human KCNK3 channel inhibition, primary screen; CHO-KCNK3 thallium flux, FluxOR fluorescence; stronger effect = lower value; B-score at 10 µM; hit rate 0.84% among 340,000; AID 602410;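 active = B-score under library mean minus 4 SD, starting fluorescence ratio at most library mean plus 5 SD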;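 note: more negative B-score means stronger inhibition of thallium flux through KCNK3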
Numbers without * were called inactive; i = inactive; nt = not tested or not shown; & = joins results of further samples; ! = repeats disagree. This is a random part of the collection. Share with any hit: about 6.3%.

SMILES | RGS4 block | MrgX1 PAM | ANO1 activ | RGS4 act | hERG rescue | MrgX1 ag | KCNK9 block | KCNQ1 pot | KCNQ1 inh | ANO1 block | KCNK3 inh
COc1ccc2nc(NC(=O)CSc3nnc(C)n3N)sc2c1 | i | i | i | i | -12 | i | i | i | i | i | i
O=C1CCCN1CC(O)CS(=O)(=O)Cc1ccc(Cl)cc1 (centres undefined) | i | i | i | i | -6 | i | i | i | i | i | i
Cc1ccc(C)c(Cc2c(C)nc3c(C(=O)N4CCOCC4)cnn3c2C)c1 | i | i | i | i | -10 | i | i | i | i | i | i
CCCCn1c(N)c(N(CC(C)C)C(=O)COC(=O)C2(c3ccccc3)CC2)c(=O)[nH]c1=O | i | i | i | i | -22 | i | i | i | i | i | i
O=C(Nc1ccc(Cl)cc1N1CCOCC1)C1CC1 | i | i | i | i | -10 | i | i | i | i | i | i
CCOC(=O)c1c(C)nc2sc(C(=O)Nc3ccc(OC)cc3)c(N)c2c1-c1ccc(OC)cc1 | i | i | i | i | -8 | i | i | i | i | i | i
O=C(Nc1nc(-c2ccccn2)cs1)c1cc(Cl)ccc1[N+](=O)[O-] | i | i | i | i | -6 | i | i | i | i | i | i
Cc1ccc(C)c(OCCC(=O)NCCc2ccc(S(N)(=O)=O)cc2)c1 | i | i | i | i | -8 | i | i | i | i | i | i
CCS(=O)(=O)N1CCN(c2cnn(-c3ccccc3)c(=O)c2Cl)CC1 | i | i | i | i | -8 | i | i | i | i | i | i
O=C(COC(=O)CNC(=O)c1cccs1)Nc1ccc(C(F)(F)F)cc1[N+](=O)[O-] | i | i | i | i | -17 | i | i | i | i | i | i
CCCCCCCCCCCCCCCCn1cc[n+](C)c1 | i | i | i | -9.5*! | -37&-23 | i | -12*! | i | 10*! | 25*! | -12*!
Cc1ccc(CNC(=O)C(C)OC(=O)c2cccs2)cc1 (centres undefined) | i | i | i | i | -12 | i | i | i | i | i | i
O=C(C1=C[C@H](C2CCCCC2)C[C@H](OCCCCO)O1)N1CCN(Cc2ccccc2)CC1 | i | i | i | i | -8 | i | i | i | i | i | i
Cc1ccc(C(=O)N(c2ccccn2)C(C)c2ccco2)cc1C (centres undefined) | i | i | i | i | -12 | i | i | i | i | i | i
CCOC(=O)C1C(=O)OC(C)(C)C1C(C)C(=O)c1ccc(C)cc1 (centres undefined) | i | i | i | i | -10 | i | i | i | i | i | i
COc1ccc(N(C(=O)C2CCCCC2)S(=O)(=O)c2cccc3cccnc23)cc1 | i | i | i | i | -5 | i | i | i | i | i | i
O=C1CN(C(=O)CN2CCOCC2)C(c2ccccc2)c2cc(Br)ccc2N1 (centres undefined) | i | i | i | i | -10 | i | i | i | i | i | i
Cn1cc(C(=O)N2CCN(c3ccccc3)CC2)c(=O)c2cc(S(=O)(=O)N3CCCC3)ccc21 | i | i | i | i | -5 | i | i | i | i | i | i
N#Cc1ccc(-c2ccc(OCC(O)CN3CCOCC3)cc2)cc1 (centres undefined) | i | i | i | i | -9 | i | i | i | i | i | i
CCc1nn(CC(=O)N2CCN(c3ccc(F)cc3)CC2)c(=O)c2cc3occc3n12 | i | i | i | i | -3 | i | i | i | i | i | i
Cc1ccc(S(=O)(=O)N2CCN(C(=O)c3cc4c(C)nn(-c5ccccc5C)c4s3)CC2)cc1 | i | i | i | -8.5* | -13 | i | i | i | i | i | i
COC(=O)[C@H](Cc1ccccc1)NC(=O)N1CCN(c2ccccc2)CC1 | i | i | i | i | -10 | i | i | i | i | i | i
CCn1c(=O)cc(SCC(=O)NCc2ccc3c(c2)OCO3)c2ccccc21 | i | i | i | i | -14 | i | i | i | i | i | i
Cc1ccsc1/C=C(\C#N)C(=O)NCc1cccnc1 | i | i | i | i | -9 | i | i | i | i | i | i
CCCC(=O)N(CCN(Cc1ccccc1)C(=O)CCC)Cc1ccccc1 | i | i | i | i | -12 | i | i | i | i | i | i
COCn1cnc(-c2ccccc2)c1-c1ccccc1 | i | i | i | i | -12 | i | i | i | i | i | i
CCOC(=O)C1=C(C)NC(=S)NC1c1ccc(OCC(=O)N2CCCCCC2)c(OC)c1 (centres undefined) | i | i | i | i | -10 | i | i | i | i | i | i
CCOC(=O)CCC(=O)N1CCOCCOCCOCC1 | i | i | i | i | -1 | i | i | i | i | i | i
O=C(Nc1nc2c(F)cc(F)cc2s1)C1CC1 | i | i | i | i | 0 | i | i | i | i | i | i
O=C(c1ccccc1)n1c(=S)nc2ccccn21 | i | i | i | i | -6 | i | i | i | i | i | i
CN(Cc1ccccc1)C(=O)c1[nH]cnc1C(=O)NCC(=O)OCc1ccccc1 | i | i | i | i | -12 | i | i | i | i | i | i
Cc1cnc([N+](=O)[O-])n1CCOC(=O)NC(=O)c1ccccc1 | i | i | i | i | -3 | i | i | i | i | i | i
O=C(NCc1ccco1)c1nc2c(nnn2Cc2ccccc2Cl)c(=O)[nH]1 | i | i | i | i | -8 | i | i | i | i | i | i
CCN(CC)CCn1c(NC(=O)c2ccc(Cl)cc2)nc2ccccc21 | i | i | i | i | -3 | i | i | i | i | i | i
Cc1ccc(Nc2nc3c(c(=O)[nH]2)CCCC3)cc1 | i | i | i | i | -4 | i | i | i | i | i | i
Cc1ccc(/C=C/C(=O)N2CCCN(C(=O)/C=C/c3ccc(C)cc3)CC2)cc1 | i | i | i | i | -9 | i | i | i | i | i | i
O=C(Nc1ccccc1N1CCOCC1)c1cccc(Oc2ccccc2)c1 | i | i | i | i | -7 | i | i | i | i | i | -9.6*
O=C(c1ccc(Cl)cc1)c1ccccc1C(=O)N1CCOCC1 | i | i | i | i | 2 | i | i | i | i | i | i
CCOC(=O)C1=C(C)N(c2ccccc2)C(=O)/C1=C\c1ccc(O)c(OC)c1 | i | i | i | i | -5 | i | -6.8* | i | i | i | i
Cc1cnc(C)c(N2CCN(Cc3cn(C)nc3-c3cccc(Cl)c3)CC2)n1 | i | i | i | i | -12 | i | i | i | i | i | i
CS(=O)(=O)N(CC(=O)O)Cc1cccc(CN(CC(=O)O)S(C)(=O)=O)c1 | i | i | i | i | -7 | i | i | i | i | i | i
CSCCCNC(=S)Nc1ccc(N2CCOCC2)cc1N1CCOCC1 | i | i | i | i | -5 | i | i | i | i | i | i
O=C1NC(c2ccncc2)Nc2sc3c(c21)CCCC3 (centres undefined) | i | i | i | i | -4 | i | i | i | i | i | i
CCc1ccc(OCC(=O)O/N=C(\N)c2cccnc2)cc1 | i | i | i | i | -1 | i | i | i | i | i | i
COCOc1ccc(-c2cc(=O)c3c(O)cc(OCOC)cc3o2)cc1 | i | i | i | i | -5 | i | i | i | i | i | i
COc1cccc(N2[C@@H](CC(=O)O)c3cc(C(F)(F)F)ccc3S2(=O)=O)c1 | i | i | i | i | -11 | i | i | i | i | i | i
O=C(OCCC1Oc2cccnc2NC1=O)c1ccc(Cl)cc1 (centres undefined) | i | i | i | i | 0 | i | i | i | i | i | i
CCc1ccc(N2CC(C(=O)OC)CC2=O)cc1 (centres undefined) | i | i | i | i | -12 | i | i | i | i | i | i
Cc1cc([N+](=O)[O-])nn1CCC(=O)NC1CCCCCC1 | i | i | i | i | -4 | i | i | i | i | i | i
COc1ccccc1CNC(=O)C(NC(=O)C1CCCCC1)C(C)C (centres undefined) | i | i | i | i | -5 | i | i | i | i | i | i

2 records picked at random from the list so far, as already listed:
SMILES | RGS4 block | MrgX1 PAM | ANO1 activ | RGS4 act | hERG rescue | MrgX1 ag | KCNK9 block | KCNQ1 pot | KCNQ1 inh | ANO1 block | KCNK3 inh
COc1ccccc1CNC(=O)C(NC(=O)C1CCCCC1)C(C)C (centres undefined) | i | i | i | i | -5 | i | i | i | i | i | i
CSCCCNC(=S)Nc1ccc(N2CCOCC2)cc1N1CCOCC1 | i | i | i | i | -5 | i | i | i | i | i | i

(continued)
SMILES | RGS4 block | MrgX1 PAM | ANO1 activ | RGS4 act | hERG rescue | MrgX1 ag | KCNK9 block | KCNQ1 pot | KCNQ1 inh | ANO1 block | KCNK3 inh
COc1ccc(Nc2ncnc3c2c(C)c(C)n3CCCN(C)C)cc1 | i | i | i | i | -10 | i | i | i | i | i | i
CCn1c(=O)c2ccccc2n(Cc2ccc([N+](=O)[O-])cc2)c1=O | i | i | i | i | -13 | i | i | i | i | i | i
Cc1ccc(C)c(C(=O)CN2C(=O)c3ccccc3S2(=O)=O)c1 | i | i | i | i | 0 | i | i | i | i | i | i
CSc1nnc2c3c4c(sc3nc(-n3nc(C)cc3C)n12)COC(C)(C)C4 | i | nt | i | i | -14 | nt | i | i | i | nt | i
OCCCC1CCCN(Cc2cn[nH]c2-c2ccc(F)cc2F)C1 (centres undefined) | i | i | i | i | -13 | i | i | i | i | i | i
COc1ccc(C(=O)NC2CCCc3ccccc32)c(OC)c1OC (centres undefined) | i | i | i | i | -8 | i | i | i | i | i | i
O=C(c1ccccc1Cl)N(Cc1ccccc1F)N1C(=O)CCCC1=O | i | i | i | i | -10 | i | i | i | i | i | i
COC(=O)C1CCN(S(=O)(=O)Cc2ccccc2Cl)CC1 | i | i | i | i | -8 | i | i | i | i | i | i
O=C(c1csc2ccccc12)N1CCCCCC1 | i | i | i | i | -14 | i | i | i | i | i | i
CCOc1cccc(-c2nc3c(s2)CCc2onc(-c4cccc([N+](=O)[O-])c4)c2-3)c1 | i | i | i | i | -3 | i | i | i | i | i | i
c1ccc2c(c1)Cn1nnnc1-2 | i | i | i | i | -6 | i | i | i | i | i | i
Cc1ccc(-c2nc3ccc(Cl)cc3n2OC(C)C(=O)O)cc1 (centres undefined) | i | i | i | i | -10 | i | i | i | i | i | i
COc1ccc(/C(O)=C2/C(=O)C(=O)N(c3ccccn3)C2c2ccc(F)cc2)cc1 (centres undefined) | i | i | i | i | -9 | i | i | i | i | i | i
O=[N+]([O-])c1ccccc1Nc1cccnc1 | i | i | i | i | -8 | i | i | i | i | i | i
CCOC(=O)Cc1cc(=O)n2[nH]c(C)cc2n1 | i | i | i | i | -16 | i | i | i | i | i | i
COCCN=C1NC(=O)C(CC(=O)Nc2cccc(Cl)c2C)S1 (centres undefined) | i | i | i | i | 2 | i | i | i | i | i | i
